Source: PubChem BioAssay (National Center for Advancing Translational Sciences (NCATS))
TSHR antag = antagonists of human thyroid stimulating hormone receptor; P16473; TSHR-expressing cells, TSH-stimulated cAMP HTRF, 2 h; hits give low values; activity change, negative = inhibition, % at 11.5 µM; actives 0.2% (n = 330,000); AID 504810;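 active = activity change below a set negative limit, meaning inhibition stronger than a set level, cut at about -70% in these data; inconclusive = activity change between two set negative limits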; note: % is set by controls: 0 for no effect and ±100 for the full control effect
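Freshly harvested TSHR cells receive pin-tooled compound, then EC80 TSH at 4nM final. After 2 hours at 37 deg C, antibody in lysis buffer and cAMP-d2 are added; 30 minutes at ambient temperature precede the HTRF read.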
USP2a block = inhibitors of human ubiquitin-specific protease USP2a | actives 0.01% (n = 330,000) | O75604 | USP2 core, Ub-CHOP2 coupled fluorogenic reporter, 485/531 | Potency, µM (doses to about 38.3 µM), for the others: top-dose activity change, negative = inhibition, actives largely listed as inhibitors;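 note: potency is the fitted concentration of half-maximal effect; plate controls were DMSO wells for no effect and full inhibition by NEM control for full effect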
Target sequence (O75604 whole entry, looked up): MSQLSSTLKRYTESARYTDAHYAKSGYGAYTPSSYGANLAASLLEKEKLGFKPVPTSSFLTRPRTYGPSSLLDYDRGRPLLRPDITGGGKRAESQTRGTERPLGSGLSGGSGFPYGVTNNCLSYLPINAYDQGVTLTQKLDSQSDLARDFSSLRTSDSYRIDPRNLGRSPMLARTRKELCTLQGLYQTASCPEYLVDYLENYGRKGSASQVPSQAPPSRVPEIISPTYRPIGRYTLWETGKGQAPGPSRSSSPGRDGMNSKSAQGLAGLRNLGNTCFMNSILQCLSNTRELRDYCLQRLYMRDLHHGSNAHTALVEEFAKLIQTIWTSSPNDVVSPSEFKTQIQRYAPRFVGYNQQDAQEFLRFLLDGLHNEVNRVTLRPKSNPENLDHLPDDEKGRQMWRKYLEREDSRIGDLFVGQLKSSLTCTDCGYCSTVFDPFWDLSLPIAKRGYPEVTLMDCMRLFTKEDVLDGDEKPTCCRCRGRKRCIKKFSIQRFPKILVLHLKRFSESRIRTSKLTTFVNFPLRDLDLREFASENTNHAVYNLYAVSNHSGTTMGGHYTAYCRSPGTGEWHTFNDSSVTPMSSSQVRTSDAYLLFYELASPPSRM
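USP2 core (10nM final) preincubated 30min RT with compound in 20mM Tris-HCl pH 8.0, 2mM CaCl2, 2mM beta-mercaptoethanol, 0.05% CHAPS; 25nM Ub-CHOP2 plus 25nM reporter substrate added, fluorescence (Ex485/Em531) read after 60min.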
TCR act = T cell receptor activation; primary human leukocytes, anti-CD3, IL-2 HTRF, 48 h; Potency, µM (highest dose often 9.22 µM), inactives show top-dose activation of IL-2 secretion, most hits filed as activators; 330,000 tested, under 10 active; note: % of control where 0% means no effect
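TCR engagement came from a-CD3 beads alone, with compounds added to primary human leukocytes for 48 hr. Secreted IL-2 bridged europium cryptate- and d2-labelled anti-IL-2 antibodies, giving FRET emission at 665nm after 320nm excitation.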
TRPV1 ag = activates the human vanilloid receptor TRPV1; activation, % at 8.33 µM; actives 0.19% (n = 320,000); Q8NER1; AID 540275; TRPV1-expressing cells, Fluo-8 calcium influx, agonist mode; in the data active = activation above about 80%; inconclusive = between about 30% and that limit; note: 0% is about no effect
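TRPV1-expressing cells were cultured overnight at 35.5C and loaded with Fluo-8 calcium dye for 40 to 90 min at room temperature. After a 10 s baseline, compound was added and calcium influx was read kinetically for 3 min (ex 480/em 520 nm).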
KCNH2 3.1 block = inhibitors of human KCNH2 3.1 potassium channel isoform | actives 0.95% (n = 340,000) | U2OS KCNH2 3.1, thallium flux FluxOr; hits give low values | activity change, % (tested at about 1.8 µM);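 active = maximum activity change below -70%; inconclusive = maximum activity change from -70% to -50%; inactive = maximum activity change above -50%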;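 note: thallium influx rate constant from kinetic fluorescence after stimulation buffer; % is set by controls: 0 for no effect and ±100 for the full control effect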
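Channel expression came from 3.1 mutant virus (1.77 x 10^8 /mL) applied to suspended U2OS cells for 4 h. Flux was tracked with FluxOr dye plus Red40 quencher, and kinetic rate constants normalized to controls.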
ELG1 repair inh = blocks ELG1-dependent DNA repair in HEK293T cells; HEK293T ELG1-luciferase reporter, luminescence, 16 h; DNA damage induced by 5-fluorouridine; Potency, µM (titrated, usually from 46.1 µM), inactives show at the top dose activity change, negative = inhibition, usual class: inhibitors; actives 2.3% (n = 330,000); note: potency is the fitted concentration of half-maximal effect; % is set by controls: 0 for no effect and ±100 for the full control effect; nearly all actives have a fitted effect of over 55% in size
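HEK293T cells expressing luciferase-tagged ELG1 (2,000/well) received 5-Fluorouridine plus compound or DMSO for 16 hr at 37 °C. Luciferase was read by ONE-Glo luminescence after 30 min at room temperature.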
Mito fusion yeast = mitochondrial division inhibition or fusion activation | S. cerevisiae fusion-defective mutant growth rescue, CellTiterGlo 48 h | actives 0.23% (n = 320,000) | Potency, µM (highest dose often 46.1 µM), without a hit: top-dose growth rescue (activation), hits mostly activators;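 note: potency is the fitted concentration of half-maximal effect; % of control where 0% means no effect; nearly all actives have a fitted effect of over 45% in size; temperature-sensitive fusion mutants such as fzo1-1 at 37 °C on non-fermentable ethanol glycerol medium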
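S. cerevisiae fusion-defective temperature-sensitive mutants (e.g. fzo1-1, mgm1-5) grown 48 h at 37C in YPEG (ethanol/glycerol non-fermentable) medium with 23 nl compound per well; growth rescue read as CellTiterGlo luminescence.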
hERG WT inh = inhibitors of human wildtype KCNH2 potassium channel. activity change, % at 1.84 µM. actives 0.37% (n = 340,000). AID 720551. Q12809. U2OS, BacMam KCNH2, thallium flux FluxOr; hits give low values;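 active = maximum activity change below -70%; inconclusive = maximum activity change between -70% and -50%; inactive = maximum activity change above -50%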; note: % is set by controls: 0 for no effect and ±100 for the full control effect
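U2OS cells were transduced with wild-type KCNH2 virus (2.03 x 10^8 / mL) for 4 h at room temperature, then cultured overnight at 37 C. Thallium flux was read with FluxOr dye. Rate constants were normalized to DMSO controls.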
A-T KAP1 phos = potential ataxia-telangiectasia treatments restoring KAP-1 phosphorylation; […] A-T fibroblasts, KAP-1 phosphorylation AlphaLISA; neocarzinostatin DNA damage 30 min before lysis; Potency, µM (titrated, usually from 57.5 µM), for the others: at the highest dose activation, actives largely listed as activators; actives 0.19% (n = 320,000); AID 485349; note: potency is the fitted concentration of half-maximal effect; % of control where 0% means no effect; nearly all actives have a fitted effect of over 45% in size
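hTERT-immortalized A-T patient fibroblasts ([…]), 500 cells/well in OPTI-MEM, 1% FBS, got compounds for 60 min, then NCS for 30 min at 37C. Lysates were then assayed for phospho-KAP-1 by AlphaLISA (anti-pKAP1 donor, anti-KAP1 acceptor beads), 6 hr at 25C.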
Eya2 inh = inhibitors of human Eya2 phosphatase activity. O00167. recombinant Eya2, OMFP fluorescence dephosphorylation (OMFP is methylfluorescein phosphate). Potency, µM (series often up to 76.9 µM), for inactives: at the highest dose activity, negative = inhibition, usual class: inhibitors. actives 0.006% (n = 330,000); note: potency is the fitted concentration of half-maximal effect; % is set by controls: 0 for no effect and ±100 for the full control effect
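Eya2 (0.2 uM) preincubated 10 min at ambient with compound, then OMFP substrate added at 50 uM; 10 min reaction in 50 mM HEPES pH 7.5, 50 mM NaCl, 5 uM MgCl2, 0.05% BSA, 1 mM DTT. Fluorescence read at Ex 485/Em 525 nm.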
Active calls of the source: *; i = inactive; ? = inconclusive; / = no result given; [ ] = dose if it differs, or a comment. Unless noted, calls come from the whole dose curve; as a rule, active = well fitted curve in the direction sought with a large enough effect; inconclusive = small, poorly fitted or top-dose-only effect, or another doubt; inactive = no such curve, though single readings can be large; an effect the other way counts as inactive or inconclusive.

SMILES	TSHR antag	USP2a block	TCR act	TRPV1 ag	KCNH2 3.1 block	ELG1 repair inh	Mito fusion yeast	hERG WT inh	A-T KAP1 phos	Eya2 inh
C=CCn1c(=N)n(CC(=O)OC)c2ccccc21	-7	-1%	-2%	3	-4	8%	-4%	2	14%	0%
CC1(C)CC(O)C(C)(C)N1O (stereo not drawn)	36	-3%	-24%	0	1	15%	5%	-5	21%	-22%
CCOC(=O)C1(Cc2ccc(OC)cc2)CCN(C(=O)CN2CCOC2=O)CC1	-2	-2%	8%	0	24	-3%	-2%	6	-3%	7%
C=CCn1c(-c2ccc(S(=O)(=O)N3CCOCC3)cc2)csc1=Nc1ccccc1	-14	0%	2%	2	-7	0%	-7%	7	2%	12%
CCc1ccc(CNC(=O)CC2C(=O)NCCN2Cc2ccccc2F)nc1 (stereo not drawn)	-4	1%	2%	1	0	-1%	-8%	2	2%	3%
Cc1ccc(C(=O)N/N=C/c2ccc3c(c2)OCO3)o1	7	0%	-4%[46.1 µM]	?	-3	?	-6%	-7	0%	-2%
CCCCC(=O)Nc1ccc(NC(=O)C(C)C)cn1	5	-2%	-17%	5	-31	?	1%	-4	8%	3%
O=C(O)C1CCCN1S(=O)(=O)c1cc(Cl)ccc1Cl (stereo not drawn)	24	3%	-6%	0	8	3%	3%	-8	13%	0%
CCOC(=O)c1[nH]c(C)c(CN(CCc2ccccc2)C(=O)CCC(=O)O)c1C	-9	0%	4%	/	-33	1%	0%	1	-4%	-2%
CN1CCN(C(=O)C2CCN(S(=O)(=O)c3ccc4c(c3)oc(=O)n4C)CC2)CC1	44	0%	-7%[46.1 µM]	0	-4	-2%	-1%	5	9%	8%
O=C(COC(=O)C(O)c1ccccc1)c1ccc2c(c1)OCCO2 (stereo not drawn)	-5	2%	1%[46.1 µM]	0	2	?	1%	6	-1%	-18%
Nc1nc2n(c1C(=O)c1ccccc1)CCC2	/	/	/	0	4	/	-4%	6	/	/
Cc1ccc(OCC(O)CN2CCC(Cc3ccccc3)CC2)c(C)c1 (stereo not drawn)	-1	1%	2%	0	?	8%	-14%	-22	7%	-11%
CSc1cccc(NC(=S)NC(=O)c2cccnc2)c1	-21	0%	3%	13	-4	1%	-9%	6	-4%	4%
CCC(NC(=O)/C(=C\c1ccc2c(c1)OCO2)NC(C)=O)C(=O)O (stereo not drawn)	1	1%	8%[46.1 µM]	0	-1	10%	-4%	17	4%	6%
CN(C=O)CP(=O)(O)CN1CCCCC1	-1	0%	/	2	/	16%	1%	/	-1%	-4%
O=C(NC(=S)Nc1ccccn1)c1ccc([N+](=O)[O-])cc1	-3	0%	2%[46.1 µM]	-3	-2	?	-3%	-5	-1%	5%
CC1CCCCC1NC(=O)C1CCN(S(=O)(=O)N2CCCCCC2)CC1 (stereo not drawn)	13	0%	-2%	-2	14	-26%	4%	-8	0%	29%
CCCCc1ccc(NC(=S)N2CCN(C)CC2)cc1	1	-3%	/	27	-9	1%	-20%	11	-3%	-1%
COc1ccc(-c2ocnc2C(=O)N2CCN(C(=O)C(c3ccccc3)c3ccccc3)CC2)cc1	-9	0%	17%	5	-4	-13%	8%	0	-3%	?
CC(=O)n1nc(-c2ccc(Cl)cc2)nc1NCc1ccco1	2	1%	-38%	-3	4	?	-1%	45	-3%	4%
COc1cc(S(=O)(=O)N2CCOCC2)cc(C(=O)c2nccn2C)c1OC	-1	1%	1%	-2	2	0%	0%	1	8%	14%
COc1cc(C#N)ccc1OC(=O)Cc1cc(OC)c(OC)c(OC)c1	2	-1%	-2%	0	18	1%	-5%	-3	-6%	9%
CC(C)n1c(SCC(=O)Nc2nncs2)nnc1C1CC1	10	0%	1%	5	2	-6%	3%	9	3%	-11%
c1ccc(-c2ccccc2OCCn2cncn2)cc1	1	0%	-4%	-4	-2	?	7%	-1	10%	-6%
C=CCNC1=C(Cl)C(=O)N(c2cccc(Cl)c2Cl)C1=O	-5	2%	6%	?	5	-3%	-5%	-24	-2%	11%
COC(=O)c1cc(C(=O)NCc2ccccc2)c(=O)[nH]c1C	-1	12%	-6%	1	2	-13%	10%	i	-1%	3%
CCOC(=O)C1CCN(C(=O)Nc2cc(Cl)cc(Cl)c2)CC1	6	-4%	11%	?	-3	-6%	-7%	-12	6%	0%
CC1CC(C)CN(S(=O)(=O)CCNC(=O)c2ccccc2)C1 (stereo not drawn)	0	-6%	7%	-2	22	3%	6%	2	0%	5%
Cc1ccc(CCC(=O)NCc2ccccc2)o1	-43	-1%	3%	9	22	14%	-2%	-6	-4%	5%
CCCOc1ccccc1C1NC(=O)NC(C)=C1C(=O)OCCOCC (stereo not drawn)	2	-1%	-5%	0	11	7%	4%	0	9%	12%
COc1ccccc1NC(=O)c1ccc(NC(=O)CN(C)Cc2ccccc2F)cc1	2	3%	-3%	22	1	?	3%	6	4%	3%
COc1ccc(C(=O)N2CC(=O)N(CCc3ccccc3)C(=O)C2)cc1OC	5	1%	-1%	1	-16	8%	0%	-6	3%	-7%
COc1ccc(C(=O)C[n+]2ccc(-c3nnc4n3CCCCC4)cc2)cc1	10	0%	-3%	-1	-7	8%	-5%	-4	-4%	-1%
Cc1onc(-c2ccccc2)c1C(=O)NN1CCOCC1	9	0%	1%	/	5	-4%	/	-14	4%	-17%
O=C(c1ccco1)N1CCN(C(=O)c2snc3ccc(Cl)cc23)CC1	7	-1%	12%	3	-2	0%	0%	-2	1%	-9%
Cc1ccc(NC(=O)C(SCC(=O)O)c2ccccc2)cc1C (stereo not drawn)	3	3%	4%	2	-11	3%	-5%	5	2%	5%
O=C1/C(=C\c2cc(Br)cc(Br)c2O)SC(=S)N1Cc1ccccc1	0	9%	-1%	-3	-3	23µM*	-24%	3	2%	-3%
COc1ccc(S(=O)(=O)N2CCN(Cc3cccc(OC)c3OC)CC2)cc1	8	1%	0%	-2	-29	-2%	-5%	11	-1%	9%
Cc1ccc2c(CC(=O)N3CCOCC3)coc2c1	-10	2%	2%	?	-1	2%	-3%	/	1%	11%

Part of the list above in order of count of non-hydrogen atoms, rising:
SMILES	TSHR antag	USP2a block	TCR act	TRPV1 ag	KCNH2 3.1 block	ELG1 repair inh	Mito fusion yeast	hERG WT inh	A-T KAP1 phos	Eya2 inh
c1ccc(-c2ccccc2OCCn2cncn2)cc1	1	0%	-4%	-4	-2	?	7%	-1	10%	-6%
CC(C)n1c(SCC(=O)Nc2nncs2)nnc1C1CC1	10	0%	1%	5	2	-6%	3%	9	3%	-11%
CC1CC(C)CN(S(=O)(=O)CCNC(=O)c2ccccc2)C1 (stereo not drawn)	0	-6%	7%	-2	22	3%	6%	2	0%	5%
Cc1ccc(NC(=O)C(SCC(=O)O)c2ccccc2)cc1C (stereo not drawn)	3	3%	4%	2	-11	3%	-5%	5	2%	5%
O=C1/C(=C\c2cc(Br)cc(Br)c2O)SC(=S)N1Cc1ccccc1	0	9%	-1%	-3	-3	23µM*	-24%	3	2%	-3%
COc1cc(C#N)ccc1OC(=O)Cc1cc(OC)c(OC)c(OC)c1	2	-1%	-2%	0	18	1%	-5%	-3	-6%	9%
COc1ccc(C(=O)C[n+]2ccc(-c3nnc4n3CCCCC4)cc2)cc1	10	0%	-3%	-1	-7	8%	-5%	-4	-4%	-1%
COc1ccc(C(=O)N2CC(=O)N(CCc3ccccc3)C(=O)C2)cc1OC	5	1%	-1%	1	-16	8%	0%	-6	3%	-7%

(list continues)
SMILES	TSHR antag	USP2a block	TCR act	TRPV1 ag	KCNH2 3.1 block	ELG1 repair inh	Mito fusion yeast	hERG WT inh	A-T KAP1 phos	Eya2 inh
COc1ccc(CC(NC(C)=O)C(=O)NC2CCN(c3nc(C)cc(C)c3C#N)CC2)cc1 (stereo not drawn)	-14	1%	1%	5	6	?	1%	/	1%	-9%
O=[N+]([O-])c1cccc(NC(=S)NCc2ccncc2)c1	4	1%	/	?	-11	-4%	11%	-6	-1%	2%
O=S(=O)(NCCSc1ccccc1)c1ccc2c(c1)OCCO2	-12	0%	5%	12	0	3%	13%	-21	-1%	1%
CC(C)c1ccc(S(=O)(=O)Nc2ccc(SC(F)F)cc2)cc1	5	-2%	-9%[46.1 µM]	9	4	-8%	-25%	-9	1%	-11%

Not all compounds are listed; the hit share may differ from the screen's.
